# Source: PubChem BioAssay
# ERAP1 HTS inh: blocks human ERAP1 aminopeptidase activity; recombinant ERAP1, Leu-AMC fluorescence, 60 min; inhibition, % at 10.7 µM; 340,000 compounds, 0.15% hits;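 active = mean replicate inhibition of at least 30%, or all replicates individually reaching that 30% level; inactive = mean below 30% and not every replicate reaching it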;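 note: 0% = neutral control wells and 100% = L-leucinethiol positive control wells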
# Target sequence (Q9NZ08 whole entry, looked up): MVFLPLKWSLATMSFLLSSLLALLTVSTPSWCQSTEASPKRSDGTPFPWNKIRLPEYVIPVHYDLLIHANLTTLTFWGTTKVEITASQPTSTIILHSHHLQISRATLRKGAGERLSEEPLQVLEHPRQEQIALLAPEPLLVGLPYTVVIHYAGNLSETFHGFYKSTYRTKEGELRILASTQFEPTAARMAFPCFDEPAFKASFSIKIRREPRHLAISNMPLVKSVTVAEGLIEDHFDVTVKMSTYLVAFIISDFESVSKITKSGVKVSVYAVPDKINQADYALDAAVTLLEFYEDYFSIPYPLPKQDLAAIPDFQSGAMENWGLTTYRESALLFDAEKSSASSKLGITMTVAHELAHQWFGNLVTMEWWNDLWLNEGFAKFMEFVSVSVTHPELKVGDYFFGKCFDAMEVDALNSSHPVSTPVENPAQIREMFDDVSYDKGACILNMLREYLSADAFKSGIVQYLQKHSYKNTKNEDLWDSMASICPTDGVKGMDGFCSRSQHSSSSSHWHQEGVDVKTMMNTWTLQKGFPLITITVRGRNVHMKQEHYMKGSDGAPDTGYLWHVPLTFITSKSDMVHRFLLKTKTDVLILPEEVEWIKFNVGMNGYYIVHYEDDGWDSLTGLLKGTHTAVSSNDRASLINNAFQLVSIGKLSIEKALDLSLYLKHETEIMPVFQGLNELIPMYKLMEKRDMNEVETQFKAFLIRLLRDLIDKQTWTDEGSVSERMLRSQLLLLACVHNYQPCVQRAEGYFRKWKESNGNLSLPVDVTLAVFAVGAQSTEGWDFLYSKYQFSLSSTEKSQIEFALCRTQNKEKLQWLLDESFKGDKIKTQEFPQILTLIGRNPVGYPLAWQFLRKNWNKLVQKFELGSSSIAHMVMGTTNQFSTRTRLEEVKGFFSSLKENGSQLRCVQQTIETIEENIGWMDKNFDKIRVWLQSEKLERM
# SIRT5 inh: sirtuin-5 (human) deacylase inhibition. Q9NXA8. Purified SirT5, succinyl-peptide AMC, trypsin-coupled fluorescence. inhibition, % at 15 µM. 330,000 compounds, 1.1% hits. AID 652115; in the data active = inhibition above about 15%
# S100A4 MyoIIA: inhibitors of human S100A4 binding to myosin IIA peptide; 360,000 compounds, 0.14% hits; AID 652163; inhibition, % at 10.7 µM; S100A4/TAMRA-MyoIIA peptide fluorescence polarization; P26447;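 active = mean inhibition of at least 70% across replicates, with every replicate also reaching that level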
# Target sequence (P26447 whole entry, looked up): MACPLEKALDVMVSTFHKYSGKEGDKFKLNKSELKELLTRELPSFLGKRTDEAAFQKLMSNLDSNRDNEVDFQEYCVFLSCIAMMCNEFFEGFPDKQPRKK
#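 incubation = readout 5 min after mixing, signal stable up to 60 min | system = S100A4 monomer protein | buffer or medium = HEPES pH 7.2 with CaCl2, KCl, NaCl, DTT, Triton | benchmarks = neutral control DMSO, positive control TFP | also added = fluorescent myosin IIA peptide, 5 nM | compound dosing = one concentration per compound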
# LGR2 inh: inhibitors of bursicon-induced Drosophila LGR2 receptor cAMP signaling | HEK293 LGR2, CRE-luciferase, bursicon-stimulated, 4 h | inhibition, % at 9.99 µM | 380,000 compounds, 0.35% hits | AID 720647;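 active = drop in luminescence signal, shown as inhibition above about 50% in the replicate tests, limit read from the data, passing the limit was not always enough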;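 note: agonist challenge used bursicon conditioned medium at about half maximal strength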
# XiGFP reactiv: reactivates the inactive X chromosome in mouse fibroblasts | XiGFP mouse fibroblasts, % GFP-positive cells imaging, 3 d; cells co-treated with 5-aza-dC sensitizer; scaled so ellipticine positive control = 100% | 360,000 compounds, 0.055% hits | activation, % at 7.58 µM | AID 743238;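 active = mean normalized replicate activation at least 10% and every replicate at or above 10%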;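 note: 0% = median of on-plate neutral control wells and 100% = ellipticine 6 µM median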
#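 System: XiGFP fibroblasts, SV40-immortalized. Medium: DMEM plus 5-aza-dC sensitizer. Doses: single point. Timing: 3 d treatment, 15 min room-temperature fixation. Control set: ellipticine 6 µM.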
# PGC1a acetyl inh: modulators of PGC1a acetylation; AID 651687; U2OS PGC1a acetylation, AlphaScreen anti-acetyl-lysine; with virally co-expressed GCN5 acetyltransferase; inhibition, % at 15.6 µM; 350,000 compounds, 0.17% hits;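 active = every replicate shows inhibition of at least 40%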;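 note: 0% = neutral control wells and 100% = positive control wells; some results beyond the cut were filed as inactive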
# Statin myotox sup: protects C2C12 myotubes from simvastatin toxicity; 330,000 compounds, 0.78% hits; rescue of ATP level, % at 7.49 µM; ATP luminescence, 48 h; scaled: DMSO 0, geranylgeraniol control 100;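 active = mean ATP rescue above about 67%, or every replicate alone reaching that limit, limit read from the data, passing the limit was not always enough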;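 note: myotubes were challenged with 10 µM simvastatin during compound exposure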
# Cneo AK release: Cryptococcus neoformans lysis via adenylate kinase release; lysis activity, % at 15 µM; C. neoformans lysis, adenylate kinase release luminescence, 4 h; normalised: neutral wells 0, clomiphene wells 100; AID 651654; 360,000 compounds, 0.2% hits;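 active = mean lysis activity across replicates of at least 80%, whatever share of replicates individually reach that level; inactive = mean lysis activity below 80%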
#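 read-out = cell lysis signal | test system = log-phase Cryptococcus neoformans yeast cells | input = cells at 5 × 10^6 per mL | medium = fresh YPD growth medium | signal = luminescent adenylate kinase detection reagent | timing = 4 h at 37 °C static, read 1 h later | dosing = single dose | controls = Clomiphene as positive lysis control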
# The depositor's hits bear a star; . = no result given.
SMILES,ERAP1 HTS inh,SIRT5 inh,S100A4 MyoIIA,LGR2 inh,XiGFP reactiv,PGC1a acetyl inh,Statin myotox sup,Cneo AK release
Cc1cc(NCc2cccnc2)nc(N)n1,1,-4,0,6,0.0,-1,1,3
O=C(NCc1ccc(Cl)cc1)c1cccc(S(=O)(=O)N2CCCC2)c1,0,1,4,-10,0.0,5,1,1
O=C(C1CCN(S(=O)(=O)c2ccc(F)cc2)CC1)N1CCOCC1,.,.,.,9,.,7,3,-1
C=CCNC(=O)c1onc(CCl)c1C(=O)OC,5,14,-2,15,0.1,-4,-10,0
CCCNC(=O)C1Cc2cc(S(=O)(=O)N3CCCC3)ccc2N1C(C)=O (centres undefined),2,-6,0,2,0.0,-17,8,12
COc1cccc(S(=O)(=O)N[C@@H]2C=C[C@@H](CC(=O)NCc3ccncc3)O[C@H]2CO)c1,-3,1,2,-5,-0.1,-47,1,2
O=C(CSc1nc2cc(Cl)ccc2o1)NC1CC1,-3,0,-2,6,0.0,-7,-2,-1
Cc1cc(=O)n2nc(N3CCCC(C(=O)NCc4cccc(Br)c4)C3)sc2n1 (centres undefined),2,-4,-2,-14,0.1,7,2,10
Cc1ccc(O)c(C(=O)CC(=O)c2ccc(Cl)cc2)c1,-7,-2,2,-56,0.6,2,-5,-4
CCN1C(=NCc2ccco2)N[C@@H](c2cccc(C(F)(F)F)c2)C(C(=O)OC)=C1C,1,.,-2,-10,0.4,-12,88*,0
CCc1ccc(-c2nc(CSCC(=O)NCc3ccco3)c(C)o2)cc1,4,-3,0,1,0.0,.,.,.
C[C@@H](NC(=O)[C@H]1[C@H](CO)[C@H]2Cn3c(ccc(-c4cccnc4)c3=O)[C@H]2N1C)c1ccccc1,0,2,7,-2,0.3,.,-32,1
Cc1ccccc1NC(=O)c1nn(-c2ccc(F)c(F)c2)ccc1=O,2,-5,0,-3,-0.2,25,.,.
C[C@H](CO)N1C[C@H](C)[C@H](CN(C)C(=O)Nc2cccc(F)c2)Oc2ncc(C#CCN(C)C)cc2C1=O,1,3,5,5,0.2,0,-6,97*
CC(=O)N[C@H]1CC[C@H](CCNC(=O)C2CCC2)O[C@H]1CO,4,-1,0,3,-1.2,4,0,-3
CC(=O)Nc1ccc(S(=O)(=O)N2CCSCC2)cc1,.,.,.,1,.,-6,7,-2
O=C(NCc1cccc(Cl)c1)c1cccc(S(=O)(=O)N2CCCCC2)c1,-7,-2,5,-3,0.1,-5,6,-2
CN(C)CCCNC(=O)N1c2ccccc2C=Cc2ccccc21,0,-5,-6,23,0.1,10,-5,1
CCOc1ccc(C2NC(=O)Cc3cc(OC)c(OC)cc32)cc1 (centres undefined),5,-6,-7,-1,0.3,7,2,0
Cn1nnc(NCc2cc(Br)ccc2OCc2ccccc2F)n1,15,0,-2,14,0.0,1,.,.
C=CCOc1ccc(C(=O)O)cc1Cl,3,.,2,9,0.0,.,-3,-2
CC1=CC=CN2C1=NC(=O)CC2(C)C(=O)N(CC(=O)NC1CCCC1)c1ccccc1C (centres undefined),.,.,5,13,0.0,.,5,.
C=CCn1c(SCC(=O)c2c(N)n(C)c(=O)n(C)c2=O)nnc1-c1ccccc1F,4,-1,1,-20,0.3,.,.,.
CN(CCCCCCCCC(=O)/C=N/O)Cc1ccccc1,-6,-3,2,-14,.,-7,-9,0
CC(=O)c1cnn(-c2ccc(Cl)c(Cl)c2Cl)c1C,0,-3,-1,-8,0.0,14,.,1
Cc1nc2ccc(C(=O)NCCCn3ccnc3)cn2c1N(C)C(=O)CCc1ccccc1,5,-1,8,1,0.0,.,0,0
C(=N\c1nc2ccccc2n1CCN1CCOCC1)/c1cccs1,.,.,.,22,.,4,-1,0
Cc1ccc(S(=O)(=O)N2CCCCC2)cc1NC(=O)c1cc(F)c(F)c(F)c1F,0,-2,2,16,0.1,4,-2,-1
CC1CCCC(C)N1CCCNC(=O)C1CCCN(c2ncnc3c2nc2n3CCCCC2)C1 (centres undefined),1,-3,-22,-41,0.0,-22,5,-14
COc1ccc(C(c2nnnn2C2CCCC2)N2CCN(C(=O)c3ccco3)CC2)cc1OC (centres undefined),-3,.,14,-14,0.3,.,-5,-13

# Continued, starting with the last 2 of the part before.
SMILES,ERAP1 HTS inh,SIRT5 inh,S100A4 MyoIIA,LGR2 inh,XiGFP reactiv,PGC1a acetyl inh,Statin myotox sup,Cneo AK release
CC1CCCC(C)N1CCCNC(=O)C1CCCN(c2ncnc3c2nc2n3CCCCC2)C1 (centres undefined),1,-3,-22,-41,0.0,-22,5,-14
COc1ccc(C(c2nnnn2C2CCCC2)N2CCN(C(=O)c3ccco3)CC2)cc1OC (centres undefined),-3,.,14,-14,0.3,.,-5,-13
COc1ccc(-c2noc3c2-c2nc(-c4ccc(Cl)cc4)sc2CC3)cc1,0,-6,2,-10,0.1,17,8,0
Cn1cccc1-c1nc2ccccc2n1C,-4,-6,29,-13,0.1,-3,.,.
Cc1cc(C)nc(N(C#N)CC(=O)c2ccccc2)n1,0,.,28,1,.,11,-2,3
CCS(=O)(=O)N1CCC(NC(=O)C(Cc2cccc(OC)c2OC)NC(C)=O)CC1 (centres undefined),0,-5,-4,8,0.1,.,-9,-1
COc1cc2nc(CN3CCN(S(=O)(=O)c4ccccc4C(F)(F)F)CC3)[nH]c(=O)c2cc1OC,-1,-2,0,-21,0.1,3,-1,.
Clc1ccc(COn2nnc3ccccc32)c(Cl)c1,-6,-9,-1,.,.,-6,.,-2
COC(=O)c1ccc(N2CCN(C(C)=O)CC2)c(NC(=O)c2cccnc2)c1,-1,.,-2,14,0.3,5,.,.
COC(=O)c1cc2c(N)c(C(=O)c3ccccc3)sc2nc1C(OC)OC,3,1,-21,.,0.1,.,.,.
O=C(CN1CCCC1)Nc1c2c(nc3ccccc13)N(Cc1ccccc1)CC2,0,7,-5,-17,.,-20,-18,-1
O=C1NC(c2ccccc2Cl)=N/C1=C/c1ccco1,5,0,3,-13,0.0,.,.,.
Cc1cc(/C=C(/C#N)C(=O)O)c(C)n1-c1cccc2ccccc12,5,3,2,1,0.0,.,4,4
COc1ccc(CC2S/C(=N/N=C/c3ccccc3O)NC2=O)cc1 (centres undefined),-2,-6,1,-4,-0.2,-8,6,5
CCOC(=O)C1(C(=O)OCC)COC(=O)C1CN1Cc2cc3ccccc3nc2C1 (centres undefined),2,.,10,-2,-0.1,-9,2,2
COC(=O)Cc1nnn2c1[C@H](C)[C@@H](OC)c1cc(Br)ccc1-2,0,.,1,-2,0.0,.,.,.
CN1CCN(C(=O)/C=C/c2ccccc2)CC1,-2,1,-2,12,0.0,.,4,0
COC(=O)c1cc(NC(=O)c2ccc([N+](=O)[O-])cc2)c(=O)oc1C,4,-2,-1,17,0.4,1,0,0
Cc1ccccc1S(=O)(=O)NC(=O)C1(C)CCN1C(=O)c1c(C)noc1C (centres undefined),1,1,-3,-4,0.0,1,-10,7
COCC(=O)N1CCC2(CC1)CN(Cc1ccccc1Cl)[C@@H](CO)c1[nH]c3cc(OC)ccc3c12,2,-3,-9,-27,0.0,-9,.,.
Cc1ccc(N(Cc2ccc(C(=O)Nc3c(C)n(C)n(-c4ccccc4)c3=O)cc2)S(C)(=O)=O)cc1C,0,2,-1,-32,0.0,14,.,.
Cc1cc(NC(=O)c2ccccc2)c(Cl)cc1N,0,-4,4,-6,0.0,.,6,0
COc1ccc(NC(=O)N[C@H]2CC[C@@H](CC(=O)NC3CCCCC3)O[C@@H]2CO)cc1,-4,-1,-1,-7,0.0,7,-1,1
CCCOc1ccccc1C(=O)N1CCNC(=O)C1CC(=O)OC(C)C (centres undefined),-2,0,-1,10,0.1,.,0,2
COc1ccc(NC(=O)Nc2ccc3c(c2)CC(=O)N([C@H](C)CO)C[C@@H](C)[C@@H](CN(C)S(=O)(=O)c2c(C)noc2C)O3)cc1,1,0,-3,5,-0.9,7,-5,0
O=C(CSc1nnc2scc(-c3ccccc3)n12)Nc1nsc(-c2ccccc2)n1,5,2,2,36,.,-62,5,-1
Cc1nc(CSc2ccc(Cl)cc2)cs1,3,0,-4,-42,0.1,0,-7,1
CCOc1ccccc1-n1c(SCC(=O)N2CCOCC2)nc2ccccc2c1=O,-7,.,2,-6,0.0,0,7,1
C=CC[C@@H](CC(=O)OC(C)(C)C)C(=O)OC[C@@H]1CCCN1C(=O)[C@H](CC=C)CC(=O)NCCO,.,-3,-1,1,0.0,.,-3,1
Fc1ccc(/C=N/n2cnn(Cc3ccccc3Cl)c2=S)cc1,1,-3,6,-22,0.0,-2,.,.
O=C(CN1CCOCC1)N1CCCCN2[C@H](CO)[C@@H](c3ccc(/C=C/c4ccccc4)cc3)[C@@H]2C1,3,-2,-20,-17,0.3,-2,-14,1
COC(=O)[C@]12CCCCC=C1N(CCc1ccc(OC)c(OC)c1)C(=O)[C@H](CC(=O)NCCc1ccccc1OC)C2,0,2,-2,1,0.0,.,.,.

# Profiles from above.
# Shown for O=C(CSc1nnc2scc(-c3ccccc3)n12)Nc1nsc(-c2ccccc2)n1 : ERAP1 HTS inh = 5; SIRT5 inh = 2; S100A4 MyoIIA = 2; LGR2 inh = 36; XiGFP reactiv = .; PGC1a acetyl inh = -62; Statin myotox sup = 5; Cneo AK release = -1
# Shown for O=C(CN1CCOCC1)N1CCCCN2[C@H](CO)[C@@H](c3ccc(/C=C/c4ccccc4)cc3)[C@@H]2C1 : ERAP1 HTS inh = 3; SIRT5 inh = -2; S100A4 MyoIIA = -20; LGR2 inh = -17; XiGFP reactiv = 0.3; PGC1a acetyl inh = -2; Statin myotox sup = -14; Cneo AK release = 1

# (list continues)
SMILES,ERAP1 HTS inh,SIRT5 inh,S100A4 MyoIIA,LGR2 inh,XiGFP reactiv,PGC1a acetyl inh,Statin myotox sup,Cneo AK release
CCC1CCCCN1S(=O)(=O)c1ccc(C(=O)Nc2nnc(C3CC3)o2)cc1 (centres undefined),-8,-5,-2,-6,-0.1,.,-10,1
Cc1cc(C)cc(CC(=O)N2CCC2(C)C(=O)NS(=O)(=O)c2ccc(Br)cc2)c1 (centres undefined),3,-1,-3,15,0.0,5,10,0
CCC(=O)N(C)C[C@@H]1Oc2ncc(-c3ccccc3F)cc2C(=O)N([C@H](C)CO)C[C@@H]1C,-2,-2,-3,-14,-0.9,6,-11,0
CCCC(=O)Nc1ccc2c(c1)C(=O)N(C)C[C@H](OC)[C@H](C)CN(C(=O)CC)[C@H](C)CO2,.,.,.,6,0.0,14,-8,.
O=C(CSc1nc2ccccc2c(=O)[nH]1)Nc1ccc([N+](=O)[O-])cc1,2,3,-10,-11,-0.1,6,-25,3
COc1ccc(N2CCN(C(=O)CCc3ccc(S(=O)(=O)NC(C)(C)C)cc3)CC2)cc1,0,-1,-17,10,0.2,-18,13,-1
O=C(Nc1ccccc1)Nc1ccc(NC(=O)c2ccccc2O)cc1,1,1,-2,-39,0.1,.,-35,-3
CC(C)(CNC(=O)c1cc([N+](=O)[O-])ccc1N1CCC(Cc2ccccc2)CC1)N1CCOCC1,-1,4,-2,19,0.1,-3,-25,0
COc1ccc(S(=O)(=O)Nc2ccc3c(c2)C(=O)N([C@H](C)CO)C[C@@H](C)[C@H](CN(C)Cc2ccc(-c4ccccc4)cc2)O3)cc1,3,8,-11,-10,-0.1,-9,.,2
Cc1ccc(-n2nnnc2SCC(=O)NC2CCCc3ccccc32)cc1 (centres undefined),0,-2,-3,-18,-0.1,1,-9,8
Cc1ccccc1S(=O)(=O)Oc1cccc2c(O)cccc12,-1,0,-2,-26,0.0,-13,-4,-5

# Only part of the results is shown. The share of hits here may be higher or lower than overall.
